HIF activator: HIF pathway transcriptional activation; activation, % at 7.5 µM (by protocol); U2OS HRE-luciferase reporter, luminescence; normalized: DMSO 0%, desferrioxamine 100%; actives 0.32% (n = 300,000);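 active = mean activation of at least 10% of the iron chelator positive control signal, with at least half of replicates also reaching 10%; inconclusive = mean and replicate majority disagree about reaching 10%; inactive = mean and most replicates under 10%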
KLF5 inh: suppresses KLF5 promoter-driven expression; DLD-1 KLF5 promoter-luciferase reporter, luminescence; actives 0.23% (n = 290,000); inhibition, % at 5 µM;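 active = inhibition above a per-plate limit of that plate's mean compound inhibition plus 3 SD, cut at about 60% in these data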;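 note: 0% = DMSO wells and 100% = LY294002 at 200 µM; higher means less KLF5 promoter-driven luciferase light; inactives centre near -14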
SKKanGAS inh: SKKanGAS growth inhibition | inhibition, % at 7.5 µM | AID 1662 | S. pyogenes SKKanGAS, kanamycin growth, BacTiter-Glo, 6 h | actives 1.3% (n = 300,000);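 active = mean replicate score, as percent of positive control median, at least 50; inconclusive = mean below 50 but one replicate at or above 50; inactive = mean and every replicate below 50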;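 note: strain carries kanamycin resistance gene driven by streptokinase promoter and grows in 40 µg/ml kanamycin; loss of luminescence reflects streptokinase promoter inhibition or plain growth inhibition; 0% = median of DMSO wells and 100% = positive control at its reference dose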
HSF-1 act: increases HSF-1 driven luciferase reporter signal; NIH3T3-HGL HSF-1 luciferase reporter, MG132, 8 h; 100% = twice DMSO control signal; activation, % at 9 µM; actives 1.7% (n = 300,000); AID 504408;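 active = mean replicate activation of at least 50% with a set share of replicates each reaching 50%; inconclusive = only one of those two conditions met; inactive = mean below 50% and too few replicates reaching it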;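 note: 0% = median of the neutral control wells and 100% = twice that signal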
HSF1 inhib: HSF1 inhibition; NIH3T3-HGL HSE-luciferase, MG132-induced, luminescence 8 h; hits give low values; activity change, negative = inhibition, % at 7.5 µM (by protocol); actives 0.77% (n = 300,000); AID 2098;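 active = more than half of replicate wells show activity change below -50%, luminescence cut by over half; inconclusive = some wells, but at most half, below -50%; inactive = no replicate well below -50%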;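 note: luciferase reports HSF-1 transcriptional activity via heat shock element; 0% = median of DMSO wells and -100% = zero luminescence signal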
HSP90 refold inh: inhibitors of HSP90 luciferase refolding in rabbit reticulocyte lysate; luciferase refolding luminescence, 3 h; actives 0.91% (n = 290,000); inhibition, % at 5.6 µM;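 active = inhibition above the screen-wide mean plus 3 SD, computed separately per campaign, cut at about 16% in these data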;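 note: 0% = DMSO wells and 100% = 60 µM geldanamycin wells; inhibitors lower the luminescence because luciferase stays unfolded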
aSyn 5UTR inh: 5' untranslated region of α-synuclein, MLPCN primary screen. inhibition, % (tested at 7.5 µM). actives 0.82% (n = 300,000). alpha-synuclein 5'UTR reporter, inhibitor activity; in the data active = inhibition above about 60%; inconclusive = no clear call, values can overlap the other calls;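 note: H4 neuroglioblastoma cells stably carrying SNCA 5'UTR luciferase fusion; 0% = DMSO wells and 100% = positive control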
AI-2 QS mod: Vibrio harveyi AI-2 quorum sensing modulation | Vibrio harveyi JMH597 AI-2 luminescence/OD600 ratio, 9 h; hits give low values; strain lacks LuxN and CqsS sensors; 0 = neutral-control median | activity change, % at 7.5 µM | actives 0.4% (n = 300,000) | AID 2094; in the data active = activity change below about -75%, passing the limit was not always enough; inconclusive = no clear call, values can overlap the other calls;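 note: luminescence divided by OD600 gain over 9 h not by final OD600 alone; inactives centre near 13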
IEC-6 cytotox: IEC-6 cytotoxicity, counter-screen for KLF5 inhibitors | inhibition, % at 5 µM | actives 0.78% (n = 290,000) | luminescence viability; in the data active = inhibition above about 22%;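 note: 0% = plate median of test compound wells and 100% = cytotoxic reference compound wells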
Platelet DG rel: modulates dense granule release in human platelets; AID 1663; actives 0.22% (n = 300,000); inhibition, %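 (compounds screened at 7.5 µM in platelet-rich plasma)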; human platelet-rich plasma, SFLLRN dense granule ATP release, luminescence;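 active = mean replicate score, as percent of positive control, at or above 50; inconclusive = mean below 50 but at least one replicate at or above 50; inactive = mean and every replicate below 50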
Active calls of the source: *; ? = inconclusive; . = no result given.

SMILES	HIF activator	KLF5 inh	SKKanGAS inh	HSF-1 act	HSF1 inhib	HSP90 refold inh	aSyn 5UTR inh	AI-2 QS mod	IEC-6 cytotox	Platelet DG rel
O=C(CSc1nnc(CNC(=O)c2cccs2)o1)Nc1ccc(F)cc1F	-2.8	-30	-8	13	9	0	19	2	0	-5
CC(=O)c1cccc(NC(=O)N2CCC(NC(=O)C3CCCCC3)CC2)c1	0.4	-20	-1	9	3	1	15	2	1	.
Cc1oc(-c2cccc(F)c2)nc1CN1CCCN(C(=O)c2ccco2)CC1	-2.8	-57	-1	-7	-4	-2	11	40	-1	2
O=C(COC(=O)/C=C/c1cccs1)Nc1nc(-c2ccccc2)cs1	0.1	-12	-1	36	7	-7	-60	13	-2	0
CN(C)c1ccc(-n2cc3c(=O)n(C)c(=O)n(C)c3c2)cc1	3.2	-43	22	-11	3	-1	-198	19	2	-6
O=C(NCc1ccccc1)c1ccc(S(=O)(=O)Nc2cccc(C(F)(F)F)c2)cc1	-0.3	-11	14	4	12	-5	-15	22	3	0
Cc1ccc2cccc(SCC(=O)Nc3ccc(F)cc3)c2n1	-1.5	-20	9	8	2	0	20	34	2	6
O=[N+]([O-])c1ccc2c(c1)/C(=N\O)c1ccccc1-2	-0.1	-22	32	2	9	-1	-37	16	2	-4
C/C(=N\O)C(=O)NCCN1CCCCC1	0.1	-3	-3	-11	-8	6	-15	26	1	1
COc1cccc(C2C3=C(CCCC3=O)Nc3[nH]n(-c4ccccc4)c(=O)c32)c1 (stereo not given)	0.0	6	9	30	-5	4	10	14	-4	-2
COc1ccccc1NC(=O)CCc1nc2ccccc2s1	0.2	-16	-2	1	11	-1	11	-1	0	-1
NC(=O)C1(N2CCCCC2)CCN(C2CC(=O)N(CCc3ccccc3)C2=O)CC1 (stereo not given)	0.3	-50	-3	-6	-8	-5	17	32	1	5
COc1ccc(/C=N/N=C2/NC(=O)C(CC(=O)O)S2)cc1OCc1ccc(Cl)cc1 (stereo not given)	-0.1	1	7	-3	-4	2	21	11	-3	1
COc1cc(N)c(Cl)cc1Cl	-0.1	-21	8	-10	-3	4	5	12	-9	-3
CN1CCN(C(=O)c2cccn(Cc3c(Cl)cccc3Cl)c2=O)CC1	-0.3	-18	-4	13	-9	0	10	21	-1	6
CCC(CC)c1nn2c(N)c(/C=C3\C(C)=Nc4ccccc43)c(=O)nc2s1	0.2	-39	62*	32	10	-1	30	.	-5	-8
COCCCn1c(SCC(=O)NC2CCCCC2)nnc1-c1ccncc1	-0.2	-32	1	8	-4	-2	18	21	-6	-7
COc1ccccc1-c1cn[nH]c1-c1ccc(OCc2ccc(F)cc2)cc1O	0.1	11	51*	1	13	-2	-3	29	-9	7
O=C(CCCn1cnc([N+](=O)[O-])n1)Nc1ccc(Cl)c(Cl)c1	.	-10	4	-3	2	-2	10	32	0	3
CN1CCCC(CC2Oc3ccccc3Sc3ccccc32)C1 (stereo not given)	-0.5	10	-5	-10	-4	1	-13	8	3	4
C=CCN=Cc1sc2ccc(OCC)cc2c1O	3.0	-30	-4	8	4	-1	-115	9	-4	-9
CCOC(=O)C1C(=O)CC(C)(O)C(C(=O)OCC)C1c1ccc(OC)cc1 (stereo not given)	-0.8	18	19	5	-6	0	-18	18	-1	-3
CC(C)OCCCn1c(=NC(=O)c2cccs2)c(C#N)cc2c(=O)n3ccccc3nc21	-0.1	-11	4	3	2	-2	-13	11	-3	-12
CCOC(=O)C1CCCC(NS(=O)(=O)c2ccc(NC(C)=O)cc2)C1 (stereo not given)	0.0	6	1	-17	0	-3	-8	32	-3	-3
Cc1ccc(S(=O)(=O)N(C)C)cc1NC(=S)N(CCC#N)Cc1cccnc1	-0.2	-9	0	14	-7	-3	5	-1	3	1

Later entries.
SMILES	HIF activator	KLF5 inh	SKKanGAS inh	HSF-1 act	HSF1 inhib	HSP90 refold inh	aSyn 5UTR inh	AI-2 QS mod	IEC-6 cytotox	Platelet DG rel
COc1ccc(S(=O)(=O)Nc2ccc(C)cc2)cc1OC	0.0	-21	6	1	1	1	-3	31	4	-4
Cc1c(Cl)ccc2sc(NC(=O)C3CC3)nc12	1.3	-22	9	17	-1	1	-85	12	1	?
CCOC(=O)c1cc(-c2cccnc2)nn1-c1ccccc1C	0.0	-13	-14	-1	-8	1	-35	5	0	-5
Cc1ccc(Cl)cc1N1CCN(S(=O)(=O)c2cccc(S(=O)(=O)N3CCCC3)c2)CC1	0.2	-7	1	23	9	-2	2	46	-5	-1
Cc1nc(SCC(=O)NCCc2ccccc2)nc(C)c1C	0.3	-2	4	-2	-2	-2	-19	14	1	0
Cc1ccc(N2CC(C(=O)NC3CCC(C)CC3)CC2=O)cc1 (stereo not given)	0.5	-26	1	2	-4	-1	-1	14	-3	-16
C=CCn1c(SCC(=O)c2ccc(OC)cc2)nnc1-c1cc2cccc(OC)c2o1	-0.1	-14	3	-3	-7	1	22	28	3	4
COc1ccc(Nc2nc(-c3ccccc3)cs2)cc1	1.6	-113	-3	19	0	1	-137	-2	7	15
CC(=O)OCCOCn1cnn2c(=O)c(Br)c(C)nc12	-0.2	-22	-12	-8	-1	0	-7	10	2	2
CCC(=O)Nc1cccc(NC(=O)c2ccccc2Br)c1	-0.1	-2	-1	0	1	1	15	23	-3	42
O=c1[nH]c(Nc2ccccc2Cl)cc2ccccc12	-4.1	.	14	61*	31	.	-59	40	.	-11
Cc1ccc(N=C2SCCCN2C(=O)c2ccco2)cc1Cl	1.8	-39	-1	-12	1	0	-23	11	1	1
CCOC(=O)c1cc(COc2cc(Cl)cc(Cl)c2)on1	-0.5	-10	17	7	-5	1	-7	.	1	-13
Nc1nonc1-n1nnc(C(=O)N/N=C/c2cccc(Cl)c2)c1CSc1ccccc1	-0.5	-2	14	-8	-2	-2	-6	9	2	8
COc1ccc(Cl)cc1NC(=S)NCCc1ccc(S(N)(=O)=O)cc1	-0.3	-5	6	-8	3	-2	6	-4	0	-4
CCOC(=O)C1(Cc2ccccc2C(F)(F)F)CCN(C2CCN(C(C)C)CC2)CC1	.	-5	2	.	.	2	.	4	17	13
CC(/C=C/c1ccccc1)=N/NC(=O)c1cnccn1	1.6	-50	-4	-13	-3	-4	-120	13	-4	-5
CN(CC(=O)Nc1ccccc1C(F)(F)F)C(=O)CN1C(=O)C2CCCCC2C1=O (stereo not given)	0.4	.	-11	7	-10	.	-4	.	.	-16
OC(COC(c1ccc(Cl)cc1)c1ccc(Cl)cc1)CN1CCCC1 (stereo not given)	-0.2	-36	3	-4	-7	5	-25	10	0	-1
CC1CC(=O)Nc2ccccc2N1C(=O)CN1CCN(c2ccccc2)CC1 (stereo not given)	-0.1	-19	-9	0	0	-2	1	-4	-1	-2
COc1ccc(C2=NOC(C3(S(=O)(=O)c4ccccc4)CC(O)C3)C2)cc1 (stereo not given)	0.1	.	-2	6	1	.	-37	17	.	1
CCCCOc1ccc(C(=O)NCC(=O)N2CCN(Cc3ccc4c(c3)OCO4)CC2)cc1	-0.3	.	11	-4	-5	.	8	25	.	7
N#C/C(=C/c1ccc(-c2ccccc2[N+](=O)[O-])o1)C(N)=O	-0.5	-36	-4	5	2	-2	7	7	-6	14
CCOc1ccc(N2C(=O)CN(CC(=O)OC)C2=S)cc1	-0.1	-9	-2	6	2	-2	-4	1	0	1
Fc1ccccc1Cc1noc(CN2CCN(C/C=C/c3ccccc3)CC2)n1	-0.2	-18	-2	0	-4	0	0	14	-1	-2

Laid out differently: two of the compounds above.
mol | HIF activator | KLF5 inh | SKKanGAS inh | HSF-1 act | HSF1 inhib | HSP90 refold inh | aSyn 5UTR inh | AI-2 QS mod | IEC-6 cytotox | Platelet DG rel
COc1cc(N)c(Cl)cc1Cl | -0.1 | -21 | 8 | -10 | -3 | 4 | 5 | 12 | -9 | -3
O=c1[nH]c(Nc2ccccc2Cl)cc2ccccc12 | -4.1 | . | 14 | 61* | 31 | . | -59 | 40 | . | -11

(list continues)
SMILES	HIF activator	KLF5 inh	SKKanGAS inh	HSF-1 act	HSF1 inhib	HSP90 refold inh	aSyn 5UTR inh	AI-2 QS mod	IEC-6 cytotox	Platelet DG rel
CCn1c(SCc2nc3ccccc3s2)nnc1-c1ccccc1	2.0	-52	3	21	22	2	-117	12	0	26
COc1ccc(S(=O)(=O)Nc2c(C(=O)O)[nH]c3ccccc23)cc1	0.2	-11	-5	-22	-1	-4	17	13	5	2
Cc1ccc(S(=O)(=O)NC(=O)c2cccc(Br)c2)cc1	-0.3	-10	-5	-22	-6	-4	-5	59	0	22
Cc1csc(NC(=O)CCSCCc2ccccn2)n1	0.1	-16	-1	15	7	-2	17	0	-2	-9
CC1(C)Oc2ccc(NC(=O)c3ccco3)cc2O1	2.6	-89	-2	39	27	6	-168	27	2	5
O=C(NCc1ccccc1)c1cnc(Cl)c(Cl)c1	2.8	-27	0	10	8	-1	-5	-29	4	2

Structural class, the entries above containing a Cl atom
SMILES	HIF activator	KLF5 inh	SKKanGAS inh	HSF-1 act	HSF1 inhib	HSP90 refold inh	aSyn 5UTR inh	AI-2 QS mod	IEC-6 cytotox	Platelet DG rel
COc1ccc(/C=N/N=C2/NC(=O)C(CC(=O)O)S2)cc1OCc1ccc(Cl)cc1 (stereo not given)	-0.1	1	7	-3	-4	2	21	11	-3	1
COc1cc(N)c(Cl)cc1Cl	-0.1	-21	8	-10	-3	4	5	12	-9	-3
CN1CCN(C(=O)c2cccn(Cc3c(Cl)cccc3Cl)c2=O)CC1	-0.3	-18	-4	13	-9	0	10	21	-1	6
O=C(CCCn1cnc([N+](=O)[O-])n1)Nc1ccc(Cl)c(Cl)c1	.	-10	4	-3	2	-2	10	32	0	3
Cc1c(Cl)ccc2sc(NC(=O)C3CC3)nc12	1.3	-22	9	17	-1	1	-85	12	1	?
Cc1ccc(Cl)cc1N1CCN(S(=O)(=O)c2cccc(S(=O)(=O)N3CCCC3)c2)CC1	0.2	-7	1	23	9	-2	2	46	-5	-1
O=c1[nH]c(Nc2ccccc2Cl)cc2ccccc12	-4.1	.	14	61*	31	.	-59	40	.	-11
Cc1ccc(N=C2SCCCN2C(=O)c2ccco2)cc1Cl	1.8	-39	-1	-12	1	0	-23	11	1	1
CCOC(=O)c1cc(COc2cc(Cl)cc(Cl)c2)on1	-0.5	-10	17	7	-5	1	-7	.	1	-13
Nc1nonc1-n1nnc(C(=O)N/N=C/c2cccc(Cl)c2)c1CSc1ccccc1	-0.5	-2	14	-8	-2	-2	-6	9	2	8
COc1ccc(Cl)cc1NC(=S)NCCc1ccc(S(N)(=O)=O)cc1	-0.3	-5	6	-8	3	-2	6	-4	0	-4
OC(COC(c1ccc(Cl)cc1)c1ccc(Cl)cc1)CN1CCCC1 (stereo not given)	-0.2	-36	3	-4	-7	5	-25	10	0	-1
O=C(NCc1ccccc1)c1cnc(Cl)c(Cl)c1	2.8	-27	0	10	8	-1	-5	-29	4	2
